TEAD-YAP block = TEAD-YAP interaction inhibition, primary screen, TEAD-YAP interaction inhibitor project, luminescence, HEK-TIYL cells | TEAD-Gal4/YAP UAS-luciferase luminescence | inhibition, % at 9.12 µM | 640,000 tested, 1.4% active; in the data active = inhibition above about 32%;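 also: 0% = median of test compound wells and 100% = reference inhibitor wells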
MITF inh = MITF inhibitors, primary screen, biochemical, AlphaScreen, human; AlphaScreen MITF homodimerization, bead proximity signal; 650,000 tested, 0.91% active; Microphthalmia-associated transcription factor (Homo sapiens), O75030; inhibition, % at 2.6 µM; in the data active = inhibition above about 50%;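 also: 0% = vehicle wells with protein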
FBW7 activator = FBW7 E3 ligase activators, primary screen, biochemical, AlphaScreen, human; F-box/WD repeat-containing protein 7 (Homo sapiens), Q969H0; AlphaScreen FBW7–phospho-cyclin E peptide binding, activator screen; normalized activity (activation), % at 26.1 µM; 650,000 tested, 0.13% active; AID 1259310, 2017; in the data active = normalized activity above about 1.9%;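 also: purified mutant Fbw7 with reduced substrate affinity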
Target sequence (Q969H0 whole entry, looked up): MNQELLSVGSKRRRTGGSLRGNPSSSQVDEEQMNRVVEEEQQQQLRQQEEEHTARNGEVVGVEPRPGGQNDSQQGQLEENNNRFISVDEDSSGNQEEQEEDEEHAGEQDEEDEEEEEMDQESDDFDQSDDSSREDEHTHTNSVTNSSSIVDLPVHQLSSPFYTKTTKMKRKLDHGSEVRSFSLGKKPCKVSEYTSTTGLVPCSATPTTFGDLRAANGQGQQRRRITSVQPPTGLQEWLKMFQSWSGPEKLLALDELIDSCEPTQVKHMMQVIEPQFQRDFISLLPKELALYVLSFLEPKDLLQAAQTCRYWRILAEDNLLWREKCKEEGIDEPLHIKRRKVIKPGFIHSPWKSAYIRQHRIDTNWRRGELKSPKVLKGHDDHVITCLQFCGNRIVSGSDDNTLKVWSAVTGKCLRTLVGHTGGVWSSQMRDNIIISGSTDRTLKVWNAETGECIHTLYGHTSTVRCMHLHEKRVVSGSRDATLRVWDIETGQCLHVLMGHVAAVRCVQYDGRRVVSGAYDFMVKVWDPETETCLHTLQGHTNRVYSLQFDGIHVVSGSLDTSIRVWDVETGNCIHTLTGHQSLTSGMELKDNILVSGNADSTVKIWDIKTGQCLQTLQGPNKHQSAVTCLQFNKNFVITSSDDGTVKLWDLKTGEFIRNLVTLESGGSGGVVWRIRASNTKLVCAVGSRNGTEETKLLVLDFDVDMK
GPR151 activ = activators of human GPR151, primary screen, cell-based, PathHunter beta-arrestin, luminescence. 650,000 tested, 1% active. activation, % at 11.2 µM. G-protein coupled receptor 151 (Homo sapiens), Q8TDV0. AID 1508602, 2020. PathHunter beta-arrestin GPR151 cells; in the data active = activation above about 4.9%;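 also: 0% = median of compound wells and 100% = cells with positive control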
Starred values were filed as active, the others as inactive.

SMILES | TEAD-YAP block | MITF inh | FBW7 activator | GPR151 activ
CCC(=O)Nc1ccc(-c2nc(-c3ccccc3)n(CC(=O)N3CCCCC3)n2)cc1 | 16 | 5 | -0.1 | 0.6
CC(=O)C(C)Oc1ccc2c3c(c(=O)oc2c1)CCC3 (stereo not drawn) | -20 | 10 | 0.0 | 1.0
CC(C)Cn1c(=O)[nH]c2nc(-c3cncnc3)cnc21 | 17 | 20 | 0.8 | -1.0
COc1ccc2[nH]c(C)cc(=S)c2c1 | 42* | 7 | 0.0 | 1.0
COc1ccccc1OCc1cc(C(=O)N2CCC(OC)CC2)no1 | -67 | 2 | -0.1 | 3.1
O=C(N/N=C/c1ccccc1Cl)C1CC12CCC2 (stereo not drawn) | -25 | -11 | 0.0 | -0.9
CC(C)n1cnc2c(NC3CCN(Cc4ccccc4)CC3)nc(-c3ccc(C(=O)NC4CC4)cc3)nc21 | 52* | 1 | -0.1 | 1.9
CCCn1c(CCCNC(=O)C(C)(C)C)nc2ccccc21 | 2 | -6 | 0.0 | 0.2
O=C(N/N=C/c1ccc(Br)cc1)c1ccccc1[N+](=O)[O-] | -11 | -1 | -0.3 | 0.0
COc1ccc(OC)c(C2C3=C(CC(C)(C)CC3=O)Nc3ccccc3N2C(C)=O)c1 (stereo not drawn) | -13 | 4 | 0.8 | -1.1
Cn1ccnc1SC(F)(F)C(=O)c1cnc2ccccn12 | -23 | -4 | -0.1 | -0.1
CCN(c1ccccc1C)S(=O)(=O)c1nnc(NC(=O)c2ccc(Cl)cc2)s1 | 4 | -3 | -0.1 | 1.9
COc1ccc(Br)cc1C1SCCN1S(=O)(=O)c1ccc(I)cc1 (stereo not drawn) | -1 | -6 | 0.1 | -0.2
Cc1cc(-c2nnco2)c(C)n1-c1ccccc1 | -8 | 3 | -0.1 | 2.4
COC(=O)C1=C(C)NC2=C(C(=O)CC(c3ccco3)C2)C1c1ccccc1Br (stereo not drawn) | 10 | -3 | -0.1 | -1.4
CCN(CC)CCCNC(=O)c1c(O)c2cccc3c2n(c1=O)CCC3 | 2 | -13 | -0.1 | 0.2
CC(=O)c1cccc(NC(=O)CSc2nnc(-c3ccc(O)cc3)o2)c1 | 28 | -16 | 0.1 | -0.4
CC1(C)CC(=O)C(=O)C(C)(C)N1 | 6 | 3 | 0.0 | 0.6
CCOCCCNC(=O)C(NC(=O)CNC(=O)c1ccccc1)c1ccc(OC)cc1 (stereo not drawn) | -4 | -4 | 0.0 | 0.2
Cc1ccc2c(c1)-c1c(cnn1CC(=O)NCCN1CCCCCC1)CO2 | -7 | -3 | 0.5 | 0.7
Clc1ccc(Nc2nc(N3CCCC3)nc(N3CCCC3)n2)cc1 | 4 | 2 | 0.0 | 1.2
Cn1c(SCC(=O)Nc2cccc(NC(=O)c3ccccc3)c2)nnc1-c1ccncc1 | 3 | 15 | 0.1 | 0.8
O=C(CSc1nnc(CCCO)n1-c1ccccc1)Nc1nccs1 | 1 | 3 | 0.0 | 2.6
Cc1ccc(CN(C(=O)COc2ccccc2Cl)C2CCS(=O)(=O)C2)o1 (stereo not drawn) | 7 | 6 | -0.1 | 0.1
C=CCn1c(CN(C)Cc2ccc(C)o2)nnc1SCC(=C)Cl | 15 | -11 | 0.1 | 0.8
CCOc1ccc2nc(SCC(=O)Nc3cccc(C(C)=O)c3)sc2c1 | 7 | -7 | 0.0 | 0.0
CC(=O)NC1=NC(=O)/C(=C\c2ccccc2OCc2ccc(Cl)cc2Cl)S1 | 8 | 4 | 0.2 | 0.1
CCCCc1ccc(C2=N/C(=C\c3ccc(F)cc3)C(=O)N2c2ccc(Cl)cc2C)cc1 | -6 | 0 | 0.0 | 3.5
CCCCCC1=C(O)c2ccccc2C(=O)C1=O | 13 | 9 | -0.1 | -0.7
Cc1cc2nnc(SCC(=O)N(C)C)n2c2ccccc12 | -2 | 8 | -0.1 | -1.2
COc1ccc(-c2csc(NC(=O)/C(N=Nc3ccccc3C)=C(\C)O)n2)cc1 | -6 | -1 | 0.0 | -0.5
CCOC(=O)c1cnc2c(C)cc(C)cc2c1Nc1cccc2ccccc12 | 2 | 3 | 0.2 | 0.1
CC(C)(C)NC(=O)CSc1n[nH]c2nc3ccccc3n12 | -5 | -8 | -0.2 | 0.1
CCc1nc2sc3c(c2c(=S)[nH]1)CCC3 | -9 | -6 | 0.0 | 0.4
CCOC(=O)N1CCN(C(c2cccc(Cl)c2)c2c(O)cc(C)n(CCOC)c2=O)CC1 (stereo not drawn) | 4 | 14 | 0.0 | -1.9
O=C(C(O)c1ccc(C(F)(F)F)cc1)N1CCCN(S(=O)(=O)c2cccc3cnccc23)CC1 (stereo not drawn) | -3 | 2 | -0.1 | -1.4
c1ccc(-c2nn3c(Cn4cnc5ccccc54)nnc3s2)nc1 | -4 | 26 | -0.3 | -0.3
CCOc1ccccc1C(=O)NCc1cccnc1 | 1 | 0 | -0.1 | -0.7
COc1ccccc1Cn1c(=O)c2ccccc2n2c(SCc3csc(C)n3)nnc12 | -6 | -15 | -0.1 | 3.2
CN(C)CCCOc1ccc(-c2cnc3c(n2)[nH]c(=O)n3Cc2cccnc2)cn1 | 4 | 18 | -0.1 | 0.4
O=C(CNC(=O)C1CCCCC1)NC1=NCCS1 | 2 | 12 | 0.8 | 0.5
Cc1c(C(=O)Nc2ccc(F)c(Cl)c2)sc2ncn(CC(=O)N3CCCCC3C)c(=O)c12 (stereo not drawn) | -1 | 13 | -0.5 | -0.7
O=C(CSc1ncn(-c2ccccc2)n1)Nc1ccc(F)c(Cl)c1 | 2 | -2 | 0.0 | -0.7
CC1=C(C(=O)NCc2ccccc2)C(c2ccc(Cl)cc2Cl)n2ncnc2N1 (stereo not drawn) | -5 | 10 | 0.1 | 0.1
COc1cccc(C2SCC(=O)N2c2ccc(C)c(F)c2)c1OC (stereo not drawn) | -5 | -8 | -0.2 | -0.1
CNC(=O)c1c(NC(=O)CCS(=O)(=O)c2ccccc2)sc2c1CCCC2 | 11 | -21 | 0.0 | 2.4
COc1ccc(CC(=O)Nc2cccc(-c3nc4ccc(C)cc4o3)c2)cc1OC | 8 | -9 | -0.5 | 0.1
COCC(=O)NC(CC(C)C)c1nnc2n1CCN(Cc1cccc3cccnc13)CC2 (stereo not drawn) | 2 | 17 | 0.8 | -0.7
CCOC(=O)c1ccc2c(c1)n(CC(=O)c1ccc3c(c1)NC(=O)CO3)c(C)[n+]2CC | 6 | 19 | 0.7 | -2.4
CCc1nn(CCCC#N)c(=O)c2cc3oc(C)cc3n12 | 3 | 12 | 0.0 | -0.1

The list goes on:
SMILES | TEAD-YAP block | MITF inh | FBW7 activator | GPR151 activ
CS(=O)(=O)c1cnc2ncnn2c1C1CCCN(C(=O)CCc2ccco2)C1 (stereo not drawn) | 10 | 16 | 0.0 | 0.0
NCCCC[C@@H]1NC(=O)[C@@H]2C[C@H](NC(=O)Nc3cccc(F)c3)CN2C1=O | 15 | 9 | 0.0 | -0.8
NCCCC[C@@H]1NC(=O)[C@H]2CN(Cc3nc(-c4ccccc4)cs3)CCN2C1=O | -22 | 0 | -0.2 | -1.6
Cc1nc2nc[nH]n2c(=O)c1CCC(=O)Nc1ccccc1 | 8 | 4 | 0.0 | 1.2
COc1ccccc1Oc1ccc2c(c1)C(=O)N(CC1CCCO1)C2=O (stereo not drawn) | -26 | 10 | 0.3 | 0.9
O=C(c1cc2nc3c(c(C(F)(F)F)n2n1)CCc1ccccc1-3)N1CCOCC1 | 6 | -10 | -0.2 | -0.9
CCOc1ccccc1-n1c(=S)sc2c(=O)n(-c3ccccc3C)c(SC)nc21 | 6 | -4 | -0.3 | 0.0
CSc1ccc(C2C(C#N)=C(N)SC(N)=C2C#N)cc1 | 3 | 9 | 0.0 | 0.8
O=C(Cc1cn(-c2ccc(Nc3ccncn3)nn2)c2ccccc12)NCc1ccccc1 | 1 | 5 | -0.3 | 0.4
COc1ccc(CN2CCN(C(=O)c3ccccc3OC)CC2)cc1OCc1ccccc1 | 2 | 41 | 0.1 | -2.0
CN(C)C(=O)c1ccc(-c2ccccc2)nc1NCCc1ccccn1 | 6 | -12 | 0.1 | -0.4
CC(C)(C)CC(=O)Nc1cccc(C#N)c1 | -2 | -5 | -0.2 | 0.8
CCN1/C(=C\c2c(O)c(=O)c2=O)Sc2ccccc21 | -5 | 11 | 0.0 | -1.0
Cc1c(S(=O)(=O)NC(c2ccccc2)c2ccccc2)c(=O)n(C)c(=O)n1C | 6 | 7 | 1.5 | -0.9
S=C(NCCc1ccccc1)N/N=C1\CC2CC=CC12 (stereo not drawn) | 3 | -8 | 0.0 | -1.1
CC(=O)Nc1cccc(OCc2ccc(C(=O)c3ccccc3)cc2)c1 | -42 | 13 | 0.3 | -2.1
CCOC(=O)c1cc(Oc2nc(C)nc3sc4c(c23)CCCC4)cc(C(=O)OCC)c1 | 4 | 16 | 0.1 | -0.5
C=CCn1c(O)c(C=NCCN(CC)CC)c(=O)[nH]c1=S | 8 | 4 | -0.1 | 0.2
c1ccc(OCCNc2nc(-c3csc4ccccc34)nc3c2ncn3-c2ccsc2)cc1 | 1 | 8 | 0.0 | 0.5
COc1cc2nc(-c3ccc4c(c3)C(=O)N(c3ccc(Sc5ccc([N+](=O)[O-])cc5)cc3)C4=O)oc(=O)c2cc1OC | 9 | 13 | 0.2 | -0.4
CC(C)CCn1c(SCC(=O)c2ccc(Br)cc2)nc2ccsc2c1=O | -4 | -3 | -0.1 | -0.3
COC(=O)C1=CN(Cc2ccc(F)cc2)C=C(C(=O)OC)C1c1ccc2c(c1)OCO2 | -11 | -18 | 0.2 | -0.4
O=C(NCCc1ccccc1)C1CCC(Cn2c(=S)[nH]c3ccccc3c2=O)CC1 (stereo not drawn) | -4 | 6 | 0.0 | 1.0
CCc1ccc(OCC2c3cc(OC)c(OC)cc3CCN2C(=O)c2cccc(OC)c2)cc1 (stereo not drawn) | 6 | 13 | 0.1 | -0.5
CCOC(=O)Nc1c(C(=O)OCC)[nH]c2ccc(F)cc12 | -2 | -4 | 0.0 | -1.5
OCCN1CCN(C(c2cccs2)c2ccc3cccnc3c2O)CC1 (stereo not drawn) | 87* | 26 | -0.4 | 0.7
COc1cccc(-n2c(SCC#N)nnc2-c2ccncc2)c1 | 11 | 11 | 0.1 | 1.1
C/C(=N/OC(=O)c1ccccc1)c1cccs1 | 1 | -4 | 0.5 | 0.1
CN(C1CCCCC1)S(=O)(=O)c1ccc(F)c(C(=O)Nc2cc(Cl)cc(Cl)c2)c1 | 0 | 5 | -0.2 | -1.2
Cc1ccc(S(=O)(=O)N2CCCCC2CCNC(=O)C(=O)NC(C)C)cc1 (stereo not drawn) | 5 | 11 | 0.4 | 0.3
CCCn1c(=O)c2c(nc3n(C4CCCCC4)c(C)cn23)n(C)c1=O | 6 | -6 | 0.5 | 0.7
CC(=O)c1ccc(NC(=O)CSc2nnnn2-c2ccc3c(c2)OCO3)cc1 | 18 | 4 | -0.1 | -0.2
COc1ccc(NC(=O)CSc2nc(C)cc(C)n2)cc1 | 13 | 3 | -0.1 | -0.6
Cc1ccc(CN(Cc2ccccc2)C(=S)NCC(=O)NCc2cccnc2)o1 | -6 | 3 | -0.1 | 1.7
CCN(CC(=O)NC(C)C)C(=O)C1(c2ccccc2)CC1 | 2 | 2 | -0.1 | -0.6
COCCn1c(SCC(=O)Nc2ccc(F)cc2)nnc1-c1c[nH]c2ccccc12 | 3 | -10 | -0.1 | -0.9
O=C(CCNS(=O)(=O)c1ccc(Cl)cc1)Nc1ccncc1 | 9 | 11 | -0.1 | -0.5
CCOC(=O)N1CCC2(CC1)C(C#N)=C(N)Oc1c2c(C)nn1-c1cccc(Cl)c1 | -8 | 11 | 0.0 | -0.4

Screens: PubChem BioAssay, The Scripps Research Institute Molecular Screening Center
